Source: PubChem BioAssay (National Center for Advancing Translational Sciences (NCATS))
12-hLO inh – blocks human 12-lipoxygenase activity; P18054; purified 12-hLO, xylenol orange hydroperoxide absorbance; Potency, µM (highest dose often 57.1 µM), without a hit: top-dose activity change, negative = inhibition, actives largely listed as inhibitors; 150,000 compounds, 0.12% hits; AID 1452; further: potency means the concentration at half of the fitted maximal effect; nearly all actives have a fitted effect of over 55% in size; many of its hits are not listed in these tables
Target sequence (P18054 whole entry, looked up): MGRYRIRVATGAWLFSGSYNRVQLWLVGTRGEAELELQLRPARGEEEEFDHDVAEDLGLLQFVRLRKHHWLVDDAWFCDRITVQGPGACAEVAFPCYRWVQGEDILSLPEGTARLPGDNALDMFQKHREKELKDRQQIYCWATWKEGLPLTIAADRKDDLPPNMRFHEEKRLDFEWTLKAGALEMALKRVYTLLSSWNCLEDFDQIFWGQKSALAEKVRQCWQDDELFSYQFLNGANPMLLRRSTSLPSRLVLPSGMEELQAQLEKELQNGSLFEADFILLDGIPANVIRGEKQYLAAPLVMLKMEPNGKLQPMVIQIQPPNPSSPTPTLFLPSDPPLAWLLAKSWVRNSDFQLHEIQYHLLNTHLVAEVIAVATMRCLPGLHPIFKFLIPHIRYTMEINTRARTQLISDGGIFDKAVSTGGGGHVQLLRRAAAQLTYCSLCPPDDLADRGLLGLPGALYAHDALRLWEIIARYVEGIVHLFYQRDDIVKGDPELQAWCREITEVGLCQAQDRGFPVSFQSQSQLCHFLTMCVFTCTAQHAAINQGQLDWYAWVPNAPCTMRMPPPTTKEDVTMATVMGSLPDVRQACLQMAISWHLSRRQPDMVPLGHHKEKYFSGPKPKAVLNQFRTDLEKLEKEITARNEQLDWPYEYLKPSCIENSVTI
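150 nM 12hLO, 25 mM Hepes pH 7.0 + 0.01% Triton X-100; cpd preinc 15 min RT; 40 uM arachidonic acid, 30 min RT; Fe-XO 30 min; A573/A405 ratio as read-out.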
IMPase cell inh – IMPase inhibition in cells | CHO-M1 cells, IP1 accumulation, HTRF TR-FRET ratio | P97697 | 120,000 tested, under 10 active | AID 901 | inhibition (IP1 accumulation), % at 46.1 µM; active means well fitted curve in the direction sought with a large enough effect in the signal ratio, not every such curve was filed as active; inconclusive means small, poorly fitted or top-dose-only effect, or a change in a side signal; inactive means no such curve, though single readings can be large or run the other way; the % refers to the signal ratio;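 further: cells stimulated with carbachol in lithium chloride buffer; plate controls were DMSO basal wells for no effect and reference inhibitor wells for full effect; higher means more IMPase inhibition seen as more IP1 and lower FRET ratio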
Target sequence (P97697 whole entry, looked up): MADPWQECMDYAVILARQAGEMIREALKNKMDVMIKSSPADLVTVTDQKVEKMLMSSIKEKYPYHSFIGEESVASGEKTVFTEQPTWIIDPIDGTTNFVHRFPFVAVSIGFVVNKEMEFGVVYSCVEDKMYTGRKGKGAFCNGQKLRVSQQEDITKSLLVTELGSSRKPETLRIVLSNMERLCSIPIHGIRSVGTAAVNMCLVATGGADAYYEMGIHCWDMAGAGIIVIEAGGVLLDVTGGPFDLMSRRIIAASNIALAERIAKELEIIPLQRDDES
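In this qHTS, compounds (final up to 46 uM) act on CHO-M1 cells that are then activated through the M1 receptor with carbachol, in pH 7.4 buffer containing 50 mM LiCl, for 30 min. IP1 accumulation is quantified by the IP-One immunoassay.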
PNC inhibitor – inhibitors of perinucleolar compartment assembly; PC3M PTB-GFP, PNC prevalence imaging, 16 h; hits give low values; activity change (PNC), negative = inhibition, % at 10 µM; 140,000 compounds, 3.1% hits; AID 2417;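 active means readout at or below -70, meaning at least 70% loss of cells showing the perinucleolar compartment, a nuclear body marking cancer cells; inconclusive means readout between -30 and a set limit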;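 further: plate controls were DMSO wells for no effect and camptothecin positive control wells for full effect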
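PC3M cells stably expressing PTB-GFP, 750–1000 cells/well, treated 16 h at 37 °C with compound (23 nl of library stock), in duplicate. After paraformaldehyde fixation and Hoechst stain, imaged at 20x; PNC prevalence scored by image analysis.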
ALOX15B inhib – 15-hLO-2 (ALOX15B) enzyme inhibition; AID 881; purified 15hLO-2, xylenol orange hydroperoxide absorbance; O15296; 110,000 compounds, 0.56% hits; Potency, µM (titrated, usually from 57.1 µM), for the others: at the top dose activity change, negative = inhibition, actives largely listed as inhibitors; further: potency means the concentration at half of the fitted maximal effect; nearly all actives have a fitted effect of over 60% in size; many of its hits are not listed in these tables
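Read-out: hydroperoxide product oxidises ferrous iron, measured as xylenol orange complex via the 573-to-405 nm absorbance ratio after 30 min. Reaction: 50 nM enzyme, 15 min compound preincubation, 45 uM arachidonic acid, 90 min RT, Hepes pH 7.5 with Triton X-100.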
Active calls of the source: *; ? = inconclusive; . = not tested or not shown; [ ] = dose if it differs, or a comment. Unless noted, the call rests on the fitted dose curve; in most records, active means well fitted curve in the direction sought with a large enough effect; inconclusive means small, poorly fitted or top-dose-only effect, or another doubt; inactive means no such curve, though single readings can be large; an effect the other way counts as inactive or inconclusive. Unless noted, on the % scale 0 is the no-effect control and ±100 the full control effect. Only part of the results is shown, so the mix of outcomes need not match the whole.

ALOX15B inhib	PNC inhibitor	IMPase cell inh	12-hLO inh	mol
-9%[11.4 µM]	-15	3[1.84 µM]	-19%	Cc1ccc(N=Cc2sc(O)c3ccccc23)c(C)c1
-10%	-12	-5	-6%	COc1ccc(C(CC(=O)N2CCOCC2)C(C)C)cc1 (stereo not drawn)
2%	?	13	-3%	CC(=NCC1CCCO1)C1=C(O)CC(C)(C)CC1=O (stereo not drawn)
.	12	.	-3%	O=C(c1ccc(F)cc1)N1CCN(c2ccc([N+](=O)[O-])c(N3CCOCC3)c2)CC1
-2%	44	3	-1%	C=CCn1c(SCC(=O)N2CCCCC2)nc(O)cc1=O
.	138	-1	7%	CCNc1nc(NC(C)C)nc(N(C#N)C(C)C(=O)N(C)C)n1 (stereo not drawn)
-5%	7	7	-3%	Cc1ccc(NC(=O)Cc2ccc(F)cc2)cc1
12%	-4	-2	-7%	CCOc1ccc(C(=O)Nc2cccc(C)n2)cc1
.	30	.	0%	Cc1c(NC(=O)CSc2nnc(N)s2)c(=O)n(-c2ccccc2)n1C
.	?	4	-1%	Cc1ccc(-c2cc(C(=O)NCCc3ccccn3)c3ccccc3n2)c(C)c1
-12%	-1	-2	-16%	O=C(CSCc1ccc(Cl)cc1)N/N=C/c1ccc(Cl)cc1Cl
22%	-13	-3	-18%	O=C(Nc1ccc(Cl)cc1)OC(CN1CCCCC1)C(F)(F)F (stereo not drawn)
6%	1	19	3%	CC1Cn2c(nnc2C23CC4CC(CC(C4)C2)C3)S1 (stereo not drawn)
.	?	.	3%	O=C(CCc1ccc(O)c(O)c1)NNC(=S)NCCc1ccccc1
4%[11.4 µM]	.	.	-9%[11.4 µM]	[O-][n+]1c(CN2CCCCC2)nc2cccc3c2c1-c1ccccc1-3
2%	-10	-12	7%	COC(=O)c1ccccc1CCC(C)=O
.	33	.	0%	CC1=CC(=O)N(c2ccc(C)cc2)C1c1ccc(Cl)cc1 (stereo not drawn)
1%	35	0	-5%	CCC(C(=O)NC1CCCC1)N(C(=O)Cn1nnc(-c2ccc(OC)c(OC)c2)n1)C1CCCCC1 (stereo not drawn)
5%	?	-11	3%	Cc1nc(SCC(=O)Nn2c(-c3ccccc3)nc3ccccc3c2=O)n[nH]1
1%	11	-7	-3%	COc1ccccc1NC(=O)CSC1=NC(=O)C(NC(C)=O)C(=O)N1 (stereo not drawn)
-26%	-18	4	-24%	COc1ccc(-c2cc(C(F)(F)F)n3ncc(C(=O)NCc4ccco4)c3n2)cc1
-9%	?	5	-3%	O=C(NC1(C(F)(F)F)NC(=O)N(Cc2ccco2)C1=O)c1cccs1 (stereo not drawn)
-2%	-7	12	0%	CCNC(=O)CC1C(=O)N(C)C(=S)N1NC(=O)c1ccc(Cl)cc1 (stereo not drawn)
-7%[11.4 µM]	.	.	6%[11.4 µM]	NC(=O)NOC[C@@H]1NC(=O)NC1=O
.	29	.	0%	COC(=O)c1sccc1NC(=S)N1CCN(c2ccc(F)cc2)CC1
-21%	?	5	-11%	COc1cc(/C=N/N=C2/NC(=O)C(c3ccccc3)S2)ccc1O (stereo not drawn)
3%	-84*	4	6%	CCCCC(=O)Nc1ccc(NC(=O)CC)cc1OC
-14%	56	-1	2%	COc1c(N2CCN(C(=S)Nc3ccccc3)C(C)C2)c(F)cc2c(=O)c(C(=O)O)cn(C3CC3)c12 (stereo not drawn)
-3%	?	-1	-2%	O=C(c1cc2ccccc2oc1=O)N1CCN(Cc2ccc3c(c2)OCO3)CC1
-6%	-11	-2	-8%	CC1CCN(S(=O)(=O)c2ccc3c(c2)oc(=O)n3CC(=O)N2c3ccccc3CC2C)CC1 (stereo not drawn)
-9%[0.0915 µM]	.	.	-1%[0.00818 µM]	CC12CC3(O)OC(O1)C1(COC(=O)c4ccccc4)[C@@H]3CC21O[C@@H]1O[C@H](CO)[C@@H](O)[C@H](O)[C@H]1O
17%	64	-9	-4%	FC(F)(F)c1cccc(CON=C2CCN(c3ncc(C(F)(F)F)cc3Cl)CC2)c1
42%[activator]	?	-12	10%	Cn1c(NCc2cccc(Br)c2)nc2ccccc21
4%	14	?	-10%	COCCCn1c(Cc2csc(Nc3cccc(Cl)c3)n2)nnc1SCC(=O)OC
-2%	-109*	1	7%	COCCNC(=O)COC(=O)c1nsc(Cl)c1Cl
-3%	6	-7	-4%	COc1ccc(N2CCN(C(=O)CN3C(=O)c4ccccc4S3(=O)=O)CC2)cc1
.	24	-7	-2%	COc1cccc(OC)c1C(=O)Nc1ccc(C)cc1C(=O)c1ccccc1
-9%	-13	-16	3%	COc1cccc(-c2nc(=S)c3c(n2CCCO)CCCC3)c1
16%	8	-4	-2%	Cc1onc(-c2ccccc2Cl)c1C(=O)N(Cc1nc(-c2ccccc2)no1)C1CCCCC1
45%[activator]	68	1	0%	Cc1ccc(NC(=O)c2cc([N+](=O)[O-])ccc2NCc2cccnc2)cc1
.	?	.	3%	COc1cc(OC)nc(S(C)(=O)=O)n1
-4%	.	.	2%	CC1(C)OC2C(CO)OC(n3cnc4c(=O)[nH]c(N)nc43)C2O1 (stereo not drawn)
-1%	27	-2	1%	COc1ccc(C(C)=O)cc1CN1C(=O)NC2(CCCCC2)C1=O
4%	1	10	5%	Cc1ccccc1NC(=O)c1c(-c2ccccc2)noc1C
.	-26	.	4%	CCCCC(=O)Nc1ccc(NC(=O)c2ccc(C)c([N+](=O)[O-])c2)cc1OC
-18%	-2	4	3%	Cc1sc2nc(SCC(=O)NCc3ccco3)n(CCc3ccccc3)c(=O)c2c1C
-7%	27	4	-5%	CCc1ccc(N(CC(=O)Nc2ccc(OC)cc2OC)S(C)(=O)=O)cc1
-4%	47	6	5%	C=CCc1cccc(OC)c1OCCOCCNCCO
16%	-6	-8	2%	COc1cc(C(=O)Nc2nccs2)ccc1OCc1c(C)noc1C
8%	3	8	3%	CCOC(=O)C1CCN(CC(O)COc2ccc(C(=O)CC)cc2)CC1 (stereo not drawn)

Going on with the list:
ALOX15B inhib	PNC inhibitor	IMPase cell inh	12-hLO inh	mol
.	9	3	7%	Cc1cc(C)cc(OCC(=O)OCC(=O)NCc2cccs2)c1
1%	?	-2	5%	CC1=CC(=O)OC1Cc1ccncc1 (stereo not drawn)
9%	13	-11	-2%	COC(=O)CC1SCCNC1=O (stereo not drawn)
7%	?	6	1%	CN1CCN(c2ccccc2NC(=O)COc2ccccc2)CC1
-3%	.	.	-10%	COC(=O)[C@@]1(Cc2ccc(OC)cc2)[C@H]2c3cc(C(=O)N(C)C)n(Cc4ccsc4Br)c3C[C@H]2CN1C(=O)c1ccccc1
-4%	?	10	-5%	CCCn1c(SCC(N)=O)nnc1C(C)C
4%	79	5	5%	O=C(N/N=C/C=C/c1ccccc1)c1ccccc1Br
.	-2	-1	2%	CCCSC1=C(C#N)C(c2cccs2)C(C(=O)Nc2ccccc2)=C(C)N1 (stereo not drawn)
.	?	15	-16%	O=C(CCN1CCN(C(c2ccccc2)c2ccccc2)CC1)N/N=C/c1ccc(O)cc1
-2%	13	4	1%	Cc1ccccc1NC(=O)CN1CCC(n2nnc3ccccc32)CC1
6%	.	10	4%	CC(=O)OC1CCC2(C)C(=CCC3C2CCC2(C)C3C[C@@H]3O[C@]32C(C)=O)C1 (stereo partly drawn)
.	137	.	-10%	COC(=O)c1cc(C(=O)OC)cc(N2C(=O)CC(NNC(=O)c3ccc(C)cc3)C2=O)c1 (stereo not drawn)
-13%	?	7	3%	Cc1[nH]c2c(C)cccc2c1CCNC(=O)c1ccc2c(c1[N+](=O)[O-])C(=O)c1ccccc1C2=O
.	22	-1	3%	CNC(=S)N(Cc1ccc(OC)cc1)C1CC(=O)N(c2ccc(OC)cc2)C1=O (stereo not drawn)
5%	2	-1	-2%	O=C(CSC1=Nc2ccccc2C2=NC(c3ccccc3)C(=O)N12)NCC1CCCO1 (stereo not drawn)
12%	-22	8	-1%	O=C(CC1NCCNC1=O)OCc1ccccc1 (stereo not drawn)
18%	81	6	4%	COc1ccc(NC(=O)CN2CCC(n3c(C)nc4cc(F)ccc43)CC2)c(OC)c1
.	-3	.	2%	Fc1cccc(NC(=S)NCCN2CCOCC2)c1
.	-15	4	9%	CCOC(=O)CNC(=O)CSc1nc2cccnc2n1CC
1%	29	3	-7%	Cc1cc(C)c2c(=O)[nH]c(SCC(=O)N(C)C)nc2n1
.	22	.	2%	CCn1c(=O)c(=O)[nH]c2cc(C(=O)NC3CC3)ccc21
2%	54	-1	1%	CCCCNC(=O)NCC(=O)Nc1ccc(F)c(F)c1
6%	-4	12	-2%	COc1cc(C(=O)NCCc2cn3ccccc3n2)cc(OC)c1OC
-8%	4	-2	-7%	Cn1ncc([N+](=O)[O-])c1C(=O)Nc1ccn(Cc2ccccc2F)n1
-9%	-25	-3	-10%	CCn1c(SCC(=O)c2ccc(Cl)cc2)nnc1-c1ccoc1C
-2%	-30	?	-6%	O=C(O)c1ccc(OC2CSC2)cc1
.	15	-5	6%	O=c1c2ccccc2n2c(-c3cccc(Cl)c3)nnc2n1Cc1ccccc1
-11%	-8	5	-6%	COc1cc(NC(=O)CSc2nnnn2-c2ccccc2)cc(OC)c1OC
7%[11.4 µM]	.	.	-14%[11.4 µM]	NS(=O)(=O)c1ccc(N=Nc2nc3[nH]cnc(=S)c3[nH]2)cc1
-9%	-4	?	1%	Cc1ccc2c(c1)N(CC(=O)O)C(=O)CO2

One compound at a time, from the list above.
Profile of CCCCNC(=O)NCC(=O)Nc1ccc(F)c(F)c1 = ALOX15B inhib = 2%; PNC inhibitor = 54; IMPase cell inh = -1; 12-hLO inh = 1%
Profile of Cn1ncc([N+](=O)[O-])c1C(=O)Nc1ccn(Cc2ccccc2F)n1 = ALOX15B inhib = -8%; PNC inhibitor = 4; IMPase cell inh = -2; 12-hLO inh = -7%

A second format for some results above:
canonical_smiles: O=C(O)c1ccc(OC2CSC2)cc1
  ALOX15B inhib = -2% | PNC inhibitor = -30 | IMPase cell inh = ? | 12-hLO inh = -6%
canonical_smiles: O=c1c2ccccc2n2c(-c3cccc(Cl)c3)nnc2n1Cc1ccccc1
  ALOX15B inhib = . | PNC inhibitor = 15 | IMPase cell inh = -5 | 12-hLO inh = 6%
canonical_smiles: COc1cc(NC(=O)CSc2nnnn2-c2ccccc2)cc(OC)c1OC
  ALOX15B inhib = -11% | PNC inhibitor = -8 | IMPase cell inh = 5 | 12-hLO inh = -6%

Next section.
ALOX15B inhib	PNC inhibitor	IMPase cell inh	12-hLO inh	mol
13%	?	-8	1%	Cc1ccc(/C(O)=C2\C(=O)C(=O)N(c3cc(C)on3)C2c2cccc(Cl)c2)cc1 (stereo not drawn)
-3%	?	3	-6%	Cc1ccccc1-n1c(SCc2c(C)noc2C)nnc1-c1cccnc1
?	3	2	?	N#CC1=C2SCN(Cc3ccco3)CN2C(=O)CC1c1cccc2ccccc12 (stereo not drawn)
-6%	28	-3	-3%	CCOC(=O)COc1c(Br)cc(/C=C2\SC(=O)N(CC(=O)N3CCCC3)C2=O)cc1OC
-4%	-18	5	-6%	O=C(Nc1nc(-c2ccccc2)cs1)C1CCCCN1S(=O)(=O)c1ccccc1 (stereo not drawn)
1%	-11	-1	2%	Nc1ncnc2c1ncn2[C@@H]1O[C@H](CO)[C@@H](O)[C@H]1O
-1%	28	2	-6%	Cc1noc2ncnc(Oc3ccccc3)c12
7%[2.29 µM]	-4	-4	-4%	C=CCn1c(-c2cc(OC)c(OC)c(OC)c2)n[nH]c1=S
.	-21	8	2%	N#CCCN1CCN(S(=O)(=O)c2ccc(S(=O)(=O)NC3CCCCC3)cc2)CC1
.	93	.	-2%	Cn1c(=O)c2c(ncn2CC(=O)OCC(=O)Nc2ccc(Cl)cc2Cl)n(C)c1=O
.	22	.	-15%	Cc1ccc(NNC(=O)C(O)(c2cccc(C(F)(F)F)c2)c2cccc(C(F)(F)F)c2)cc1
-4%	?	8	-9%	Cc1cccc(C(C)C)c1-n1nnnc1-c1ccccc1
